human PMI inhibitors: human PMI inhibitors, high substrate, primary screen, biochemical, fluorescence intensity, high mannose 6-phosphate (AID 1220); recombinant PMI enzyme, coupled fluorescence intensity; higher % means a stronger effect; Mannose-6-phosphate isomerase (Homo sapiens); actives 0.66% (n = 190,000); inhibition, % at 20 µM; hits with a dose series show IC50 in µM
Yfh1-depleted yeast: enhancers of respiration in Yfh1-depleted yeast, dose response, Friedreich's ataxia, plus single-dose screen (AID 1465); S. cerevisiae Yfh1-off respiration, WST-1 reduction, 72 h; higher fold induction means a stronger effect; fold induction at 50 µM, or EC50 in µM where a hit was titrated; actives 0.074% (n = 220,000);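 active = fold induction of absorbance versus untreated yeast above a set limit, then at least 30% activation at any dose in follow-up; inconclusive = repeats straddling the limit, or above it without dose testing; inactive = fold induction below the set limit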;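 also: activators that raise dye reduction in frataxin-depleted yeast; strong numbers were not always called active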
MT stabilizer: microtubule stabilizers in HeLa cells, primary screen, imaging, high-content imaging. actives 0.83% (n = 200,000). % tubulin-high responders, % at 10 µM. HeLa tubulin immunostaining HCS, 24 h; share of cells brighter than vehicle mean+2SD. AID 2205, 2009;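 active = plate Z-score above 3 for both tubulin-high and condensed-nucleus cell shares, with cell loss under 80%, at 10 µM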;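 also: anti alpha tubulin signal scored within the nucleus-defined area of each cell; some results filed as inactive read as strong as hits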
bCat nuc transl: modulators of beta-catenin nuclear translocation, primary screen, imaging, HeLa cells, immunofluorescence, high-content. AID 1665, 2009. nuclear translocation activity, % at 5 µM. actives 0.3% (n = 190,000);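 active = nuclear translocation activity above 50% at 5 µM, with a well cell count of 50 or more; inconclusive = wells under 50 cells across six images, flagged as toxic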;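 also: per-cell ratio of nuclear to cytoplasmic median beta-catenin stain intensity; plate controls were DMSO negative control for no effect and GSK-3 inhibitor IX positive control for full effect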
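test system = HeLa cells, endogenous beta-catenin | dosing = single 5 µM dose plus 0.02–20 µM confirmation series | times = compound treatment 24 h, 37°C, 5% CO2 | technique = beta-catenin immunofluorescence imaging with DAPI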
PMI inhibitors: inhibitors of human PMI, primary screen, biochemical, fluorescence intensity, coupled assay (AID 1209); Mannose-6-phosphate isomerase (Homo sapiens); purified PMI enzyme, coupled fluorescence intensity; higher % means a stronger effect; inhibition, % at 20 µM, or IC50 in µM where a hit was titrated; actives 0.42% (n = 190,000);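 also: plate controls were DMSO vehicle for no effect and wells lacking substrate for full effect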
WT yeast gro inh: growth inhibition of WT strain, primary screen, mitochondrial fusion inhibitor project, WT and mutant strains, chemical genetic | mitochondrial fusion phenotypic screen | inhibition, % at 10 µM | actives 2.1% (n = 190,000) | AID 1362, 2008; in the data active = inhibition above about 58%; tested in S. cerevisiae
Insulin prom up: insulin promoter activators in MIN6 cells, imaging, high-content screening, mouse beta cells. MIN6 insulin promoter-GFP reporter; stronger effect = higher value. z-score at 5 µM. actives 0.3% (n = 190,000);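 active = z-score above 3 at 5 µM with at least 500 cells counted in the well; inconclusive = wells under 500 cells, flagged as cytotoxic or low count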
Dynein cargo inh: inhibitors of GR-EGFP nuclear translocation, primary screen, dynein cargo transport inhibitor project, imaging, high-content, 3617.4 mouse cells; test concentration mostly 20 µM; stimulated with dexamethasone, 1 µM; stronger effect = lower value; z-score, hits read low; actives 0.47% (n = 220,000); AID 1381, 2008;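 active = plate z-score of nuclear minus cytoplasmic receptor signal below a set negative limit, without overly bright fluorescence or cell loss, cut at about -3.5 in these data, passing the limit was not always enough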;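 also: z-score of nuclear minus cytoplasmic ring GR-EGFP intensity difference per well; some compounds called inactive have numbers as strong as hits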
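medium = tetracycline-free induction medium containing charcoal-stripped FBS | also added = 1.0 µM final dexamethasone stimulus | schedule = 48 h induction, 1 h compound, 30 min dex at 37 °C | technique = fixed, Hoechst-stained cells imaged at 10x for EGFP | measure = GR-EGFP nuclear translocation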
Autophagy HCS: autophagy modulators in MEF cells, primary screen, imaging, high-content, MEF GFP-LC3. MEF GFP-LC3 puncta imaging; test concentration mostly 10 µM. calls only at 10 µM (by protocol). actives 0.98% (n = 190,000). AID 463193, 2010;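 active = percentage of spot-positive cells more than 3 SD above its plate mean, without a fluorescence outlier flag or 80% toxicity; inconclusive = no clear call, values can overlap the other calls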;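 also: spot-positive cell cutoff set from DMSO-treated cells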
WT yeast gro inh mutant strain: second read-out of WT yeast gro inh, no call of its own (marks repeat the call); inhibition, %; mitochondrial fusion phenotypic screen, mutant strain inhibition
Dynein cargo inh cytoplasmic EGFP: second read-out of Dynein cargo inh, no call of its own (marks repeat the call); z-score; measured here: cytoplasmic GR-EGFP intensity; stronger effect = higher value
Dynein cargo inh nuclear GR-EGFP: further read-out of Dynein cargo inh, marked with its call; z-score; measured here: nuclear GR-EGFP intensity;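 lower value marks the stronger effect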
Dynein cargo inh cell count: also measured in Dynein cargo inh; calls as there; z-score; measured here: cell count per field
Insulin prom up cell count: further read-out of Insulin prom up, marked with its call; cell count; measured here: cytotoxicity, nuclei count;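 total cells summed across four imaged fields per well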
bCat nuc transl cell count 5 µM: further read-out of bCat nuc transl, marked with its call; cell count; measured here: cell count, cytotoxicity flag
MT stabilizer Hoechst-high %: also measured in MT stabilizer; calls as there; % Hoechst-high responders; measured here: nuclear condensation Hoechst responders;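 share of cells brighter than vehicle mean plus two SD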
MT stabilizer cytotoxicity %: recorded beside MT stabilizer, whose call it bears; toxicity, %; measured here: cytotoxicity by cell density;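 0% = mean cell density of plate MIN control wells and 100% = no cells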
Autophagy HCS cell loss 18 h: also measured in Autophagy HCS; calls as there; toxicity, %; measured here: cell loss, nuclei count;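 cell loss after 18 h compound exposure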
* hit, by the source's call; i = inactive; ? = inconclusive; · = not tested or not shown. Rule as the data show it, unless noted: active = inhibition above about 50%; inactive = the rest.

Results follow in this order: MT stabilizer	WT yeast gro inh	bCat nuc transl	MT stabilizer cytotoxicity %	Dynein cargo inh	Yfh1-depleted yeast	PMI inhibitors	WT yeast gro inh mutant strain	Insulin prom up	Dynein cargo inh cytoplasmic EGFP	bCat nuc transl cell count 5 µM	Dynein cargo inh cell count	Autophagy HCS cell loss 18 h	MT stabilizer Hoechst-high %	human PMI inhibitors	Dynein cargo inh nuclear GR-EGFP	Autophagy HCS	Insulin prom up cell count
1	CCOc1ccc(Br)cc1S(=O)(=O)Nc1cccc(S(=O)(=O)N(CC)CC)c1
    3.3	-15	0.1	7.5	-0.33	i	12%	-5	-0.1	-0.17	963	0.49	-8	3.2	14%	-0.46	i	1443
2	O=C(NC1CCCC1)C(c1ccsc1)N(CCc1ccccc1)C(=O)Cc1cccs1 (stereo unspecified)
    1.2	0	-2.5	13	0.74	i	-5%	-7	0.12	-0.24	1146	-0.11	-5	3.8	-14%	0.15	i	1431
3	Cc1ccc2cccc(Oc3nnnn3-c3ccccc3)c2n1
    3.5	6	-2.9	0.2	-0.56	i	11%	9	-0.88	-0.42	1240	0.84	21	2.2	0%	-0.34	i	887
4	CCc1nnc(NS(=O)(=O)c2ccc(N/C=C\C(=O)c3cccc4ccccc34)cc2)s1
    3.5	-1	-1.0	1.7	2	i	7%	-8	0.22	-0.28	924	-1.2	11	2.7	9%	0.99	i	1394
5	Cc1cc(C(F)(F)F)nn2cnnc12
    3.7	-4	-4.5	4.3	0.11	i	-1%	5	-0.21	-0.35	1103	0.26	3	3.3	4%	-0.032	i	1215
6	CC(C)c1ccc(-c2c(C#N)c(N)nc3c2CCCCC3)cc1
    2.3	-9	-1.5	7.1	-0.29	i	4%	-18	-0.25	-0.15	1104	0.48	14	1.4	6%	-0.22	i	873
7	Cc1nc2cc(Nc3ccncc3)ccc2s1
    3.5	-15	-5.1	7.5	0.25	i	4%	-20	-0.87	-0.25	1128	0.73	-7	1.2	5%	0.36	i	1424
8	CCCN1C2=NCCN2c2ccccc21
    1.2	-20	-2.3	12	-0.29	i	9%	5	0.4	-0.21	1143	0.34	-4	1.8	12%	-0.2	i	1393
9	Cn1ccs/c1=N\S(=O)(=O)c1ccc(Br)cc1
    2.1	21	-0.3	5.4	-0.41	i	1%	3	-0.22	-0.22	1325	-0.16	-1	1.8	-9%	-0.9	i	1487
10	COc1ccc2c(c1)CC/C(=C/c1ccco1)C2=O
    2.0	3	-1.7	4.5	-0.68	i	33%	-8	-0.46	-0.27	933	0.54	-12	3.3	57%*	-0.71	i	1167
11	COC(=O)c1cccc(NC(=O)CCNC(=O)c2ccc([N+](=O)[O-])cc2)c1
    5.7	-2	-2.2	7.9	3.7	i	-12%	-7	0.87	-0.14	1009	-1.8	-4	3.4	-9%	1.7	i	1288
12	O=C(c1cc(F)cc2c1OCOC2)N1CCN(c2ccc(F)cc2)CC1
    ·	·	1.6	·	0.37	i	·	·	-0.27	-0.22	998	-0.06	·	·	·	0.11	·	1513
13	Cc1cc(=O)n2nc(-c3ccccc3)sc2c1C#N
    3.0	2	·	4.1	1.5	i	8%	7	·	-0.2	·	0.42	3	2.0	8%	0.93	i	·
14	CCc1nnc(NC(=O)CSc2nnc(Cc3ccc(OC)cc3)o2)s1
    1.6	-4	-3.8	13	3.1	i	4%	-12	-0.37	-0.14	1198	-1.5	3	2.5	7%	1.6	i	1308
15	CC(=O)c1ccc(NC(=O)c2ccc(C)c(Br)c2)cc1
    2.8	-22	-0.3	11	1.3	i	-2%	-28	0.16	0.055	943	-0.99	12	1.5	1%	1.7	i	1588
16	COc1ccc(Cl)cc1NC(=O)C(=O)NC1CCCCCC1
    1.2	2	·	6.8	-0.51	i	8%	16	-0.22	-0.41	·	1.4	0	1.6	7%	-0.47	i	962
17	COC(=O)c1[nH]c(C)c(/C(O)=C2\C(=O)C(=O)N(CCN3CCOCC3)C2c2ccco2)c1C (stereo unspecified)
    ·	·	1.7	·	0.71	i	·	·	-0.28	-0.24	1276	0.55	·	·	·	0.23	·	1397
18	O=[N+]([O-])c1ccc2nc(SCc3cn4cccnc4n3)[nH]c2c1
    ·	·	-0.4	·	-0.27	i	·	·	-0.26	-0.82	1368	0.18	·	·	·	-0.31	·	909
19	Cn1c(=O)c2c(nc(CN3CCCCC3)n2CCc2ccccc2)n(C)c1=O
    2.9	-3	-5.4	5.9	0.27	i	-6%	12	-0.97	-0.26	1025	1.4	-1	1.4	-3%	0.32	i	1203
20	CC1CCCCC1NC(=O)C1CCCN1S(=O)(=O)c1cccc2nsnc12 (stereo unspecified)
    4.8	5	·	10	0.43	i	-5%	0	?	-0.034	·	-0.13	18	1.6	-14%	0.33	i	·

Printed as active in human PMI inhibitors, among the entries above:
item	canonical_smiles	Dynein cargo inh	PMI inhibitors	WT yeast gro inh mutant strain	Dynein cargo inh cytoplasmic EGFP	Dynein cargo inh cell count	MT stabilizer Hoechst-high %	human PMI inhibitors	Dynein cargo inh nuclear GR-EGFP
10	COc1ccc2c(c1)CC/C(=C/c1ccco1)C2=O	-0.68	33%	-8	-0.27	0.54	3.3	57%*	-0.71

Later entries.
Results follow in this order: MT stabilizer	WT yeast gro inh	bCat nuc transl	MT stabilizer cytotoxicity %	Dynein cargo inh	Yfh1-depleted yeast	PMI inhibitors	WT yeast gro inh mutant strain	Insulin prom up	Dynein cargo inh cytoplasmic EGFP	bCat nuc transl cell count 5 µM	Dynein cargo inh cell count	Autophagy HCS cell loss 18 h	MT stabilizer Hoechst-high %	human PMI inhibitors	Dynein cargo inh nuclear GR-EGFP	Autophagy HCS	Insulin prom up cell count
21	CCc1ccc2[nH]c(=O)c(C(c3nnnn3CCOC)N3CCN(c4ccc(F)cc4)CC3)cc2c1 (stereo unspecified)
    1.5	29	1.0	11	-0.11	i	-29%	15	-0.05	-0.17	1104	-0.03	12	2.1	-74%	-0.091	i	1312
22	CCOc1ccc(-c2nc(C#N)c(N3CCN(C)CC3)o2)cc1
    2.3	14	-0.6	4.7	0.52	i	3%	-29	-0.59	-0.21	1047	-0.91	4	1.6	1%	0.22	i	1255
23	Cc1cccc(Cn2c(C(C)O)nc3ccccc32)c1 (stereo unspecified)
    2.9	8	-0.6	7.8	-0.34	i	2%	16	0.16	-0.24	1142	0.37	7	1.5	1%	-0.19	i	1905
24	CN(Cc1ccco1)C(=O)c1c[nH]c2ccc(S(=O)(=O)Nc3ccc4c(c3)OCCO4)cc2c1=O
    4.0	-6	-3.4	6.3	-0.43	i	-14%	-8	0.19	-0.22	589	-0.56	8	3.1	-11%	0.68	i	1038
25	CCC(=O)N(Cc1cc2ccccc2[nH]c1=O)C(C)C
    1.8	5	4.4	7.3	-0.18	i	13%	-2	0.91	-0.19	991	0.24	-4	1.8	7%	0.043	i	764
26	CCc1ccc(C2=NN(CCC(=O)NC3CC3)C(=O)CC2)cc1
    2.9	-2	-0.8	0.9	-0.26	i	-2%	9	-0.27	-0.24	1077	0.73	6	1.8	0%	-0.12	i	1354
27	Cc1cc(O)cc(=O)n1Cc1ccco1
    5.6	7	-1.1	13	0.28	i	15%	2	0.28	-0.13	1418	-0.25	-17	2.2	12%	0.54	i	1403

Of the compounds above, three have an aryl methoxy group.
Results follow in this order: MT stabilizer	WT yeast gro inh	bCat nuc transl	MT stabilizer cytotoxicity %	Dynein cargo inh	Yfh1-depleted yeast	PMI inhibitors	WT yeast gro inh mutant strain	Insulin prom up	Dynein cargo inh cytoplasmic EGFP	bCat nuc transl cell count 5 µM	Dynein cargo inh cell count	Autophagy HCS cell loss 18 h	MT stabilizer Hoechst-high %	human PMI inhibitors	Dynein cargo inh nuclear GR-EGFP	Autophagy HCS	Insulin prom up cell count
10	COc1ccc2c(c1)CC/C(=C/c1ccco1)C2=O
    2.0	3	-1.7	4.5	-0.68	i	33%	-8	-0.46	-0.27	933	0.54	-12	3.3	57%*	-0.71	i	1167
14	CCc1nnc(NC(=O)CSc2nnc(Cc3ccc(OC)cc3)o2)s1
    1.6	-4	-3.8	13	3.1	i	4%	-12	-0.37	-0.14	1198	-1.5	3	2.5	7%	1.6	i	1308
16	COc1ccc(Cl)cc1NC(=O)C(=O)NC1CCCCCC1
    1.2	2	·	6.8	-0.51	i	8%	16	-0.22	-0.41	·	1.4	0	1.6	7%	-0.47	i	962

Some of these compounds in order of formula weight, low to high.
Results follow in this order: MT stabilizer	WT yeast gro inh	bCat nuc transl	MT stabilizer cytotoxicity %	Dynein cargo inh	Yfh1-depleted yeast	PMI inhibitors	WT yeast gro inh mutant strain	Insulin prom up	Dynein cargo inh cytoplasmic EGFP	bCat nuc transl cell count 5 µM	Dynein cargo inh cell count	Autophagy HCS cell loss 18 h	MT stabilizer Hoechst-high %	human PMI inhibitors	Dynein cargo inh nuclear GR-EGFP	Autophagy HCS	Insulin prom up cell count
23	Cc1cccc(Cn2c(C(C)O)nc3ccccc32)c1 (stereo unspecified)
    2.9	8	-0.6	7.8	-0.34	i	2%	16	0.16	-0.24	1142	0.37	7	1.5	1%	-0.19	i	1905
25	CCC(=O)N(Cc1cc2ccccc2[nH]c1=O)C(C)C
    1.8	5	4.4	7.3	-0.18	i	13%	-2	0.91	-0.19	991	0.24	-4	1.8	7%	0.043	i	764
22	CCOc1ccc(-c2nc(C#N)c(N3CCN(C)CC3)o2)cc1
    2.3	14	-0.6	4.7	0.52	i	3%	-29	-0.59	-0.21	1047	-0.91	4	1.6	1%	0.22	i	1255

Compound activity deposited in PubChem by several laboratories.
